LMPTP inh = LMPTP (human) inhibition; actives 0.22% (n = 360,000); P24666; inhibition, % at 20 µM; recombinant LMPTP-A, OMFP fluorogenic substrate, fluorescence intensity;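 active means compounds that cut the enzyme signal by at least half of the control window in the single-dose screen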;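 further: plate controls were DMSO wells with enzyme plus substrate for no effect and substrate without enzyme for full effect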
Target sequence (P24666 whole entry, looked up): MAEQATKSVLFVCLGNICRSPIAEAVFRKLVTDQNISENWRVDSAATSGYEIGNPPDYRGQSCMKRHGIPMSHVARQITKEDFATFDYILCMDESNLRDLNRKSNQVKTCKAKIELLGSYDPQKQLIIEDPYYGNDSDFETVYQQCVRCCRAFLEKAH
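Test system – LMPTP-A phosphatase enzyme · Quantity – 0.625 nM LMPTP-A final · Reagent – OMFP substrate, 400 µM final · Dosing – one test concentration per compound, 20 µM, with 3% DMSO overall · Timing – 50 min enzyme reaction at room temperature, protected from light · Detection – fluorescence intensity · Controls – substrate-only low control, DMSO enzyme-plus-substrate high control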
Scp-1 inhibitor = Scp-1 (human) phosphatase inhibition. Recombinant Scp1, phosphopeptide, malachite green phosphate absorbance. inhibition, % at 20 µM. actives 0.88% (n = 340,000);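 active means inhibition above about 50% at 20 µM, limit read from the data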;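 further: plate controls were DMSO wells with enzyme for no effect and wells lacking enzyme for full effect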
Target sequence (Q9GZU7 76-261 limits assumed): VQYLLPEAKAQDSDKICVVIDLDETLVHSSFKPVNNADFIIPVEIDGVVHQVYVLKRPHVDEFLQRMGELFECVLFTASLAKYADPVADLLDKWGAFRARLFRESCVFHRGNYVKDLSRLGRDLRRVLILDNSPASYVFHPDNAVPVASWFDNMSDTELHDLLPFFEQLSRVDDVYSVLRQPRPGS
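Test system: SCP-1 catalytic domain; Buffer or medium: Acidic Tris acetate buffer with magnesium and detergent; Also added: Phosphorylated 17-residue peptide substrate; Compound: single 20 µM dose, 1% DMSO; Schedule: enzyme reaction 45 min at room temperature, colour 5 min, stabilisation 30 min; Signal: Phosphate-binding colour reagent, absorbance read at 630 nm.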
Rpn11 inh = blocks the human proteasome subunit Rpn11; human 26S proteasome, Ub4-pepOG fluorescence polarization; 20S core pre-blocked with epoxomicin; calls only at 20 µM; actives 0.59% (n = 360,000); AID 588493;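 active means inhibition at 20 µM, scaled to each plate's controls, above about 33%, limit read from the data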
SUMO1 PPI mod = alters human SUMO1 binding to SIM partners; actives 0.33% (n = 360,000); inhibition, % at 20 µM; AID 602429; SUMO1 binding to a labelled peptide, TR-FRET, 1 h; in the data active means inhibition above about 37%
Target sequence (P63165 whole entry, looked up): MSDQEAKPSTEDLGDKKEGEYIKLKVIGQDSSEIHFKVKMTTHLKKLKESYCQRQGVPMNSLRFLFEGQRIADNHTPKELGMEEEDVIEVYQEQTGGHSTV
Neddyl block = cullin neddylation inhibition | P61081+Q13564 | TR-FRET cullin neddylation, biochemical | calls only at 25 µM | actives 0.58% (n = 360,000) | AID 651699; in the data active means inhibition above about 36%
NadD inh = blocks S. aureus nicotinate mononucleotide adenylyltransferase; purified NadD enzyme, colorimetric absorbance read-out; AID 602399; actives 0.78% (n = 360,000); inhibition, % at 20 µM; in the data active means inhibition above about 26%; further: some compounds past the cut are filed as inactive
Rin1-Abl PPI inh = blocks binding of human Rin1 to Abl | TR-FRET Rin1/Abl binding, biochemical | inhibition, % at 7.35 µM | actives 0.4% (n = 360,000); in the data active means inhibition above about 5%, passing the limit was not always enough
CSN inh = inhibitors of human CSN-mediated cullin deneddylation | Purified CSN, SCF-Nedd8-OG deneddylation, fluorescence polarization | inhibition, % at 12.5 µM | actives 0.38% (n = 360,000) | AID 651999;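 active means pattern-corrected inhibition above about 35%, with an unprinted fluorescence ratio check between 0.5 and 1.5, limit read from the data, passing the limit was not always enough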;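 further: 0% = enzyme with substrate and 100% = substrate without enzyme; some results filed as inactive read as strong as hits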
Target sequence (Q92905 whole entry, looked up, one chain of several): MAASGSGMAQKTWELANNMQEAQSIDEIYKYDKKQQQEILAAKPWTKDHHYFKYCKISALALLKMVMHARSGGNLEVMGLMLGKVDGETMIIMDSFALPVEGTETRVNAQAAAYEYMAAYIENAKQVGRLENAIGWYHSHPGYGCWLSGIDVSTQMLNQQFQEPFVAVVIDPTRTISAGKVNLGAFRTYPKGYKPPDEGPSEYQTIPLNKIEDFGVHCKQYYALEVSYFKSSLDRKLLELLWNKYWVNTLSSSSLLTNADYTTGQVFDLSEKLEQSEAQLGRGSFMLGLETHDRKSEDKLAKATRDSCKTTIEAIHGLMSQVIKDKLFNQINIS
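test system = HEK293T-derived human Csn5 enzyme | amount = 0.24 nM Csn5 enzyme, final concentration | medium = Tris/NaCl/DTT buffer, pH 7.5 | schedule = 90 min reaction at room temperature | signal = FP | evaluation = inhibition of Csn5 cleavage, % | compound dosing = single dose of 12.5 µM compound with 0.25% DMSO | probe or stimulus = 10 nM SCFSkp2-Nedd8OG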
STEP block = inhibitors of human striatal-enriched phosphatase STEP. P54829. recombinant STEP, OMFP fluorogenic substrate, fluorescence. inhibition, % at 20 µM. actives 0.25% (n = 360,000);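 active means inhibition at 20 µM, scaled per plate between control wells, above about 37%, limit read from the data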;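 further: 0% = DMSO with enzyme and substrate and 100% = substrate only without enzyme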
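medium = Bis-Tris buffer pH 6.0, 2.5 mM DTT, 0.005% Tween 20 | test system = STEP (striatal-enriched tyrosine phosphatase) enzyme, cell-free | measure = normalized % inhibition | compound dosing = 20 µM, 1% DMSO | also added = 25 µM OMFP | schedule = reaction 20 min, ambient temperature | measured by = fluorescence read at 480 nm ex / 540 nm em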
DNMT1 block = blocks human DNA methyltransferase DNMT1; DNMT1 molecular beacon, Hinp1I cleavage, fluorescence; actives 0.83% (n = 360,000); inhibition (reported as % activation of signal), % at 10 µM; P26358; in the data active means inhibition above about 50%
* = called active by the depositor; i = inactive; / = not tested or not shown; + = active, no number.

SMILES	LMPTP inh	Scp-1 inhibitor	Rpn11 inh	SUMO1 PPI mod	Neddyl block	NadD inh	Rin1-Abl PPI inh	CSN inh	STEP block	DNMT1 block
Cc1ccc(S(=O)(=O)N2CCC(=O)N(C(COCc3ccccc3)Cc3ccccc3)CC2)cc1 (centres undefined)	3.8	-8	i	3	i	-6	2	2	0	0
Oc1ccc(-c2c(C3=CCCCC3)sc3ccccc23)cc1	1.5	-8	i	0	i	1	0	1	-1	-34
Cn1ccc(C(=O)OCC(=O)Nc2cccc3ccccc23)n1	-1.0	-1	i	0	i	-5	-2	-2	-4	0
CSc1ncccc1C(=O)OCC(=O)C(C)(C)C	-0.2	-5	i	1	i	-9	1	-2	1	3
CCCCn1c(N)c(N(CC)C(=O)c2cccc(S(=O)(=O)N3CCN(C)CC3)c2)c(=O)[nH]c1=O	-1.4	-4	i	4	i	1	0	-1	0	0
Cc1cc(C)c(C)c(S(=O)(=O)NCCN2CCOCC2)c1C	1.0	0	i	5	i	-1	-1	3	-3	-1
Cc1cc(C)nc(SCC(=O)Nc2ncc(Cc3cccc(Cl)c3Cl)s2)n1	2.4	-3	i	3	i	1	-1	-2	-2	-7
Cn1cc(/C=N/NC(=O)c2cccc([N+](=O)[O-])c2)c2ccccc21	1.8	-7	i	34	i	5	-1	-10	2	-2
O=C(c1c(F)cccc1F)N1CCCC(c2nc(-c3ccc(F)cc3)no2)C1 (centres undefined)	-1.6	-2	i	-3	i	-2	1	-4	1	5
COc1ccccc1C(CNC(=O)CN(C)S(=O)(=O)c1ccc(C)cc1)N1CCCC1 (centres undefined)	0.1	-3	i	-1	i	-7	3	-2	1	-4
N#CCCn1ncn(-c2ccccc2)c1=S	-1.9	-6	i	-3	i	8	0	-1	-1	0
COc1ccc(-c2cc(C(F)(F)F)nc(SCCC(=O)Nc3cc(C)on3)n2)cc1	0.1	3	i	-1	i	0	0	0	4	-4
O=C1CCC(=O)N1CN(C(=O)c1ccco1)c1ccc(Cl)c(Cl)c1	-1.5	-5	i	0	i	-6	2	0	-6	0
O=C(Nc1cccnc1)c1ccc(S(=O)(=O)c2ccccc2)cc1	-0.8	-5	i	1	i	0	-3	2	-3	0
O=C(COC(=O)/C=C/c1cccc(Cl)c1)Nc1ccc(N2CCOCC2)cc1	0.3	-10	i	0	i	-2	2	-3	-3	-7
COc1ccc(-c2csc(C(O)c3ccc(OC)cc3)n2)cc1 (centres undefined)	0.6	/	i	1	i	-2	0	0	-1	-9
COc1ccc(NC(=O)CSc2nnc(-c3cccs3)n2N)c(OC)c1	-1.5	2	i	5	i	2	-3	8	3	4
Cc1ccc(C(=O)Nc2sc(C(=O)N(C)C)c(C)c2C#N)cc1	-0.6	-9	i	4	i	-1	2	-5	0	1
CCn1cnnc1SCC(=O)NCC1COc2ccccc2O1 (centres undefined)	-1.9	-1	i	0	i	0	-1	-6	-2	-2
CCOc1cc(/C=C2\SC(=S)N(Nc3ccccc3)C2=O)ccc1O	3.5	-7	+	-29	i	3	-2	37*	-3	-12
COc1ccccc1C(=O)OCC#CCSc1nnc(-c2cccc3ccccc23)o1	3.1	-17	i	-3	i	-15	3	-4	1	4
O=C(C1CC(=O)N(c2ccccc2)C1)N1CCN(c2ccccc2)CC1 (centres undefined)	0.0	-7	i	4	i	2	0	0	-2	1
CC1SC(C)C(=O)N(CC(=O)NC2CCCCC2)C1=O (centres undefined)	-1.6	-1	i	2	i	3	-1	2	2	2
Nc1ccc2[nH]c(=S)[nH]c2c1	5.9	-10	i	5	i	-1	-1	-1	1	-5
COc1ccccc1OC(C)C(=O)N1CC(=O)Nc2ccccc21 (centres undefined)	-0.5	-1	i	0	i	5	0	1	1	1
C=CCNC(=O)/C(C#N)=C/c1ccc2c(c1)OCCO2	-1.1	-5	i	-21	i	-2	-3	2	-1	0
COc1ccc(CCNCCN2CCOCC2)cc1	-3.5	-8	i	0	i	-3	-5	-5	-1	43
Cc1cc(C)c(S(=O)(=O)N2CCOCC2)c(C)c1N(C)S(=O)(=O)c1ccccc1	0.8	-7	i	3	i	-4	1	1	4	-1
NC(=O)c1ncc(C(F)(F)F)cc1Oc1cccc(C(F)(F)F)c1	-0.9	-4	i	2	i	0	1	3	-2	2
CC(=O)NS(=O)(=O)c1ccc(NC(=O)CSc2ccc(C)cc2)cc1	-0.4	-2	i	1	i	8	-1	-1	2	9
CSc1nsc(SC)c1C(=O)NCCNS(=O)(=O)c1ccc(C)cc1	-0.4	-3	i	-1	i	5	2	1	4	2
COCCCn1c(SCC(=O)Nc2cccc(C)n2)nnc1-c1ccco1	0.2	-7	i	0	i	2	3	5	1	0
Cc1ncc(CO)c2cc(C(=O)Nc3ccccc3Cl)c(=Nc3cccc(C(N)=O)c3)oc12	-0.1	-4	i	10	i	-9	3	0	1	-19
CCN(CC)S(=O)(=O)c1ccc2[nH]cc(C(=O)NCCc3ccccc3)c(=O)c2c1	0.5	4	i	1	i	0	2	2	2	-3
Cn1c2c(c(=O)n(C)c1=O)CN(Cc1ccc3c(c1)OCO3)CN2	-0.8	-2	i	0	i	-7	0	2	-2	4
COc1ccccc1/C=C/C(=O)Nc1ccc2c(c1)CCC2	2.4	-7	i	-5	i	-3	2	-5	6	-1
COC(=O)[C@@]1(Cc2ccc(OC)cc2)[C@@H]2C(=CC(=O)[C@H]2CC(=O)C(=O)N2CCCC2)CN1C(=O)c1ccccc1	1.0	-2	i	2	i	4	1	4	1	-2
CC1(C(=O)NS(=O)(=O)c2cccc(C#N)c2)CCN1C(=O)c1ccco1 (centres undefined)	-0.6	/	i	7	i	0	0	4	-3	3
CC(C)(C)NNC(=S)Nc1cccc(C(F)(F)F)c1	-2.7	-7	i	2	i	-2	-2	2	1	5
CCc1sc(C(=O)NCc2cc(C)n(C)n2)cc1Br	1.0	5	i	3	i	-2	3	2	-1	0

Given with two lines to a compound: part of the list above
Results follow in this order: LMPTP inh, Scp-1 inhibitor, Rpn11 inh, SUMO1 PPI mod, Neddyl block, NadD inh, Rin1-Abl PPI inh, CSN inh, STEP block, DNMT1 block
COC(=O)[C@@]1(Cc2ccc(OC)cc2)[C@@H]2C(=CC(=O)[C@H]2CC(=O)C(=O)N2CCCC2)CN1C(=O)c1ccccc1
  1.0, -2, i, 2, i, 4, 1, 4, 1, -2
C=CCNC(=O)/C(C#N)=C/c1ccc2c(c1)OCCO2
  -1.1, -5, i, -21, i, -2, -3, 2, -1, 0
CCN(CC)S(=O)(=O)c1ccc2[nH]cc(C(=O)NCCc3ccccc3)c(=O)c2c1
  0.5, 4, i, 1, i, 0, 2, 2, 2, -3
CC1SC(C)C(=O)N(CC(=O)NC2CCCCC2)C1=O (centres undefined)
  -1.6, -1, i, 2, i, 3, -1, 2, 2, 2
Cc1ncc(CO)c2cc(C(=O)Nc3ccccc3Cl)c(=Nc3cccc(C(N)=O)c3)oc12
  -0.1, -4, i, 10, i, -9, 3, 0, 1, -19
COc1ccccc1C(=O)OCC#CCSc1nnc(-c2cccc3ccccc23)o1
  3.1, -17, i, -3, i, -15, 3, -4, 1, 4
CC1(C(=O)NS(=O)(=O)c2cccc(C#N)c2)CCN1C(=O)c1ccco1 (centres undefined)
  -0.6, /, i, 7, i, 0, 0, 4, -3, 3

Later entries
SMILES	LMPTP inh	Scp-1 inhibitor	Rpn11 inh	SUMO1 PPI mod	Neddyl block	NadD inh	Rin1-Abl PPI inh	CSN inh	STEP block	DNMT1 block
CN(C(=O)CN1C(=O)/C(=C/c2ccccc2Cl)SC1=S)C1CCS(=O)(=O)C1 (centres undefined)	0.3	-6	i	-40	i	-5	0	-1	1	-1
O=C(O)c1cccnc1	-1.0	-9	i	-4	i	-1	-2	0	-3	1
O=S(=O)(c1ccc(Cl)cc1)c1cc(O)ccc1O	0.1	4	i	2	i	-5	-2	0	0	-1
C=C[C@@]1(C)CCC(/C(C)=C/C=C/C(C)(C)O)C[C@@H]1C(=C)C (some centres undefined)	-0.2	-2	i	4	i	0	4	-1	0	-2
CCOC(=O)CC(=O)CSc1nc2ccc(C)cc2cc1C#N	2.2	-8	i	-8	i	4	-2	4	-3	-2
C=CCN(CC=C)S(=O)(=O)c1ccc2nc(NC(=O)C3CCCO3)sc2c1 (centres undefined)	0.7	3	i	0	i	2	2	-17	-4	7
O=C1CCC2CCCCC2(O)O1 (centres undefined)	-0.1	4	i	0	i	-4	1	-1	-2	3
CC(Sc1nc(-c2ccccc2)cs1)C(=O)Nc1ccc(Cl)cn1 (centres undefined)	1.4	-3	i	2	i	-3	-1	-2	5	-2
CCN(C(=O)C12CC3CC(CC(C3)C1)C2)C1CCS(=O)(=O)C1 (centres undefined)	-0.7	-6	i	0	i	-1	2	-2	1	2
COc1ccccc1NS(=O)(=O)c1cc(NC(=O)C2CCC2)ccc1N1CCCCC1	3.5	-7	i	-2	i	20	-4	5	8	-7
S=C(Nc1ccc(-c2nc3ccccc3[nH]2)cc1)Nc1cccnc1	8.4	-3	i	7	i	5	0	2	2	-3
Clc1ccc(-n2nnc(-c3cccnc3Cl)n2)cn1	-1.0	2	i	3	i	2	2	-4	1	-2
CCOC(=O)Cn1c(=O)cc(C)c2ccccc21	0.2	-3	i	0	i	-3	1	3	-1	-1
COc1ccc(-c2csc(NC(=O)Cc3cc(OC)c(OC)c(OC)c3)n2)cc1OC	1.5	-10	i	2	i	0	0	2	3	-8
CCCCOC(=O)CSc1nnc(-c2ccc(Cl)cc2Cl)o1	1.3	-9	i	1	i	-2	-6	-3	1	-1
Cc1ccc(OCc2nc(C#N)c(N3CCCCC3)o2)cc1	1.0	-18	i	2	i	-9	1	-2	-3	2
O=C(/C=C\c1ccc2c(c1)OCO2)CC1(O)C(=O)Nc2ccccc21 (centres undefined)	0.3	-6	i	-13	i	-10	-2	4	-3	4
Cc1cc(-c2n[nH]c(=S)n2Cc2ccccc2)cs1	-3.4	-3	i	2	i	-1	5	-3	-1	4
O=C(NCc1ccc(F)cc1)C1CC(=O)N(CCc2ccccc2)C1 (centres undefined)	0.4	-10	i	-1	i	3	-1	0	4	2
CCOC(=O)NC(Nc1sc2c(c1C(N)=O)CCCC2)(C(=O)OCC)C(F)(F)F (centres undefined)	-1.4	-8	i	0	i	5	1	5	4	-14
Cc1cccc(NC(=O)CNC(=O)c2cc(C3CC3)nn2-c2ccccc2)c1C	2.2	-5	i	-6	i	-2	3	1	0	-2
O=C1c2ccccc2S(=O)(=O)c2cc(C(=O)N(c3ccccn3)c3ccccn3)ccc21	-2.1	1	i	-27	i	5	-2	-1	3	0
CC(C)Oc1cccc(NC(=O)C2(C)CCCN(C)C2)c1 (centres undefined)	-1.1	/	i	-1	i	-5	-1	0	-3	-4
COc1ccc(-c2nc(C#N)c(NCc3ccco3)o2)cc1	0.2	-7	i	0	/	-9	-3	6	-4	-2
